Compound activity deposited in PubChem BioAssay by several laboratories.
RGS8-Gao reg – human RGS8-Galphao interaction regulation. multiplexed bead flow cytometry, RGS8-Galphao binding; actives lie on both sides. response (percent of control binding), % at 10 µM. 220,000 compounds, 0.34% hits; in the data active = response below about 60% or above about 140%; inactive = in between;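 note: Galphao activated as the GDP aluminium fluoride complex binding bead-coupled RGS8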
Target sequence (P09471 whole entry, looked up): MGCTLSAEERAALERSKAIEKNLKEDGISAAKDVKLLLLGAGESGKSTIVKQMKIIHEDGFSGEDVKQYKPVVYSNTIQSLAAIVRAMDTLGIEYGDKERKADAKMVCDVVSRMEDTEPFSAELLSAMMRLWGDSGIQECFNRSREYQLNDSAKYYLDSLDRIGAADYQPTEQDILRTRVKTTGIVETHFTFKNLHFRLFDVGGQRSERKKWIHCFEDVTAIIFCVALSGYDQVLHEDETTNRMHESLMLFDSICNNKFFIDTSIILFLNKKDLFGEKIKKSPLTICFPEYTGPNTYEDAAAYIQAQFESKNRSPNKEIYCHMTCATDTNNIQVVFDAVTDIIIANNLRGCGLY
ABCG2 inh – inhibitors of human ABCG2 transporter, ABCB1 counter-screen | 190,000 compounds, 0.1% hits | IgMXP3 cells, JC-1 efflux, flow cytometry | inhibition, % at 6.6 µM;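 active = inhibition above 80%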;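 note: 0% = DMSO and 100% = nicardipine control wells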
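Assay system – ABCG2 IgMXP3 and barcoded ABCB1 CCRF-Adr cell mix · Input – 3 million cells/mL in well · Reagent – JC-1 fluorescent substrate · Compound – single test compound dose, 6.6 µM final · Timing – 10 min exposure at 25 °C with rotation, no wash · Detection – flow cytometry of retained JC-1 fluorescence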
RGS7-Gao reg – modulates binding of RGS7 to human Galphao | Multiplexed bead flow cytometry; actives lie on both sides | AID 1439 | binding response (% of control), % at 10 µM | 220,000 compounds, 0.35% hits | P09471; in the data active = binding response below about 49% or above about 150%; inconclusive = no clear call, values can overlap the other calls; inactive = in between;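 note: fluorescent Galphao held in activated GDP-AlF4 state binding bead-coupled RGS7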
RGS4-Gao reg – human RGS4-Galphao interaction regulation | AID 1415 | Multiplexed bead flow cytometry, RGS4-Galphao binding; actives lie on both sides | 220,000 compounds, 0.33% hits | binding response (% of control), % at 10 µM; in the data active = binding response below about 49% or above about 150%; inactive = in between;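 note: fluorescent Galphao activated with aluminum fluoride binding bead-coupled RGS4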
Avidin bead fluor – avidin bead compound fluorescence profile. AID 1775. fluorescence (KMESF) at 10 µM. 220,000 compounds, 0.38% hits. Avidin beads, compound fluorescence 488/530 nm, flow cytometry; hits give high values; in the data active = fluorescence above about 47; note: inactives centre near 10
ABCB1 block – inhibitors of human ABCB1 transporter, ABCG2 counter-screen | P08183 | CCRF-Adr cells, JC-1 efflux, flow cytometry | inhibition, % at 6.6 µM | 190,000 compounds, 0.067% hits; in the data active = inhibition above about 40%;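 note: 0% = vehicle and 100% = reference inhibitor; higher value means more JC-1 retained so stronger ABCB1 efflux block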
Pf gametocyte – inhibitors of late stage P. falciparum gametocyte viability | P. falciparum stage V gametocytes, ATP luminescence, 24 h | inhibition, % at 10.9 µM | 150,000 compounds, 0.065% hits;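 active = inhibition above the mean plus 3 SD of compounds within the control limits, set per campaign, cut at about 38% in these data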;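 note: 0% = DMSO wells and 100% = medium only without gametocytes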
Mcl1-Bid inh – Mcl-1/Bid interaction inhibition. Q07820. TR-FRET Mcl-1/Bid-Dy647 peptide binding, 1536-well. inhibition, % at 21.7 µM. 220,000 compounds, 0.97% hits. AID 1021;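 active = compounds that cut the binding signal by more than half at the single screening dose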;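 note: His-tagged Mcl-1 with europium anti-His antibody binding Bid BH3 peptide; 0% = Mcl-1 plus peptide wells and 100% = peptide-only wells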
Target sequence (Q07820 whole entry, looked up): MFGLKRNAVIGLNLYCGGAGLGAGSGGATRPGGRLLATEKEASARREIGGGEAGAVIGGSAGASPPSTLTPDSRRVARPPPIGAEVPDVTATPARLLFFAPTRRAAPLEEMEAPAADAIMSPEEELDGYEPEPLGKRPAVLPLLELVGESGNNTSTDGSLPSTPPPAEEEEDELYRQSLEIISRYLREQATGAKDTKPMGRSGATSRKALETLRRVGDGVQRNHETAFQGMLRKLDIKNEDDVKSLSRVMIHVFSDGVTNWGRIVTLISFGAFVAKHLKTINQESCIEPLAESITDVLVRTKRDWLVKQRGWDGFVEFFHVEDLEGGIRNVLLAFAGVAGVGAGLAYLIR
Mcl-1 Bim block – disrupts Bim peptide binding to human Mcl-1 | Q07820 | 190,000 compounds, 0.1% hits | inhibition, % at 10 µM | Bead-based flow cytometry, Bim peptide-Mcl-1 binding | AID 1009; in the data active = inhibition above about 40%;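 note: 0% = no compound tracer wells and 100% = peptide blocker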
GSH fluor – GSH bead compound fluorescence profile; GSH beads flow cytometry, compound fluorescence 488/530 nm; hits give high values; fluorescence (KMESF) at 10 µM; 190,000 compounds, 0.25% hits; AID 1776; in the data active = fluorescence above about 89;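 note: glutathione beads carrying GST-tagged Bcl family fusion proteins plus one bare bead set; values are compound well signal with DMSO vehicle wells as background; inactives centre near 16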
Mcl1-Noxa inh – Mcl-1/Noxa interaction inhibition | AID 1022 | inhibition, % at 21.7 µM | 220,000 compounds, 1.5% hits | Q07820 | TR-FRET Mcl-1/Noxa peptide binding, 2 h;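 active = compounds that cut the protein-peptide binding signal by more than 50% relative to plate controls in a single-dose test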;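 note: His-tagged Mcl-1 with rhodamine Noxa BH3 peptide and terbium anti-His antibody; 0% = Mcl-1 plus Noxa peptide wells and 100% = peptide-only wells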
Numbers without * were called inactive; [ ] = remark or other dose.

Results for CC(CN1CCCCC1)OC(=O)c1ccc(Cl)cc1 (centres undefined) ?
RGS8-Gao reg: 103; ABCG2 inh: 2; RGS7-Gao reg: 102; RGS4-Gao reg: 104; Avidin bead fluor: 6; ABCB1 block: 0.2; Mcl1-Bid inh: 9; Mcl-1 Bim block: 0; GSH fluor: 25; Mcl1-Noxa inh: 2

How did CN1CCN(c2nc3c(c(=O)n(C)c(=O)n3C)n2CC(=O)C23CC4CC(CC(C4)C2)C3)CC1 do in these assays?
RGS8-Gao reg: 117; ABCG2 inh: 10; RGS7-Gao reg: 140; RGS4-Gao reg: 157*[activator]; Avidin bead fluor: 35; ABCB1 block: 1.1; Mcl1-Bid inh: -46; Mcl-1 Bim block: 0; GSH fluor: 48; Mcl1-Noxa inh: 9

How did O=C(NC(NC(=S)Nc1ccc(Cl)cc1Cl)C(Cl)(Cl)Cl)c1cccc([N+](=O)[O-])c1 (centres undefined) do in these assays?
RGS8-Gao reg: 90; ABCG2 inh: -1; RGS7-Gao reg: 97; RGS4-Gao reg: 96; Avidin bead fluor: 30; ABCB1 block: -0.3; Mcl1-Bid inh: 1; Mcl-1 Bim block: -1; GSH fluor: 11; Mcl1-Noxa inh: 15

What do the screens show for `COc1ccccc1-c1nnc(SC2CCc3ccccc3NC2=O)s1` (centres undefined)?
RGS8-Gao reg: 103; ABCG2 inh: 4; RGS7-Gao reg: 100; RGS4-Gao reg: 102; Avidin bead fluor: 5; ABCB1 block: 0.5; Pf gametocyte: 3; Mcl1-Bid inh: 17; Mcl-1 Bim block: 0; GSH fluor: 14; Mcl1-Noxa inh: 14

What do the screens show for `Cn1nnc2cc(C(=O)N3CCCCCC3)ccc21`?
RGS8-Gao reg: 100; ABCG2 inh: 3; RGS7-Gao reg: 99; RGS4-Gao reg: 102; Avidin bead fluor: 23; ABCB1 block: 0.6; Mcl1-Bid inh: -1; Mcl-1 Bim block: -3; GSH fluor: 13; Mcl1-Noxa inh: 8

What do the screens show for `O=C(Nc1ccccc1)Nc1nnc(-c2ccccc2)s1`?
RGS8-Gao reg: 104; RGS7-Gao reg: inconclusive; RGS4-Gao reg: 104; Avidin bead fluor: 8; Pf gametocyte: 12; Mcl1-Bid inh: -17; Mcl1-Noxa inh: 12

Results for COc1ccc(S(=O)(=O)N(c2onc(C)c2Cl)S(=O)(=O)c2ccc(OC)c(OC)c2)cc1OC ?
RGS8-Gao reg: 80; ABCG2 inh: 0; RGS7-Gao reg: 76; RGS4-Gao reg: 68; Avidin bead fluor: 8; ABCB1 block: 0.1; Mcl1-Bid inh: 11; Mcl-1 Bim block: 2; GSH fluor: 15; Mcl1-Noxa inh: 3

Results for Cc1nn(-c2ccccc2)c2c1cc1c(=O)n(C)c(=O)nc-1n2-c1ccccc1F ?
RGS8-Gao reg: 103; RGS7-Gao reg: inconclusive; RGS4-Gao reg: 103; Avidin bead fluor: 7; Pf gametocyte: -7; Mcl1-Bid inh: -4; Mcl1-Noxa inh: 2

What do the screens show for `Cn1c(=O)c2c(ncn2CCCC(=N)N2CCOCC2)n(C)c1=O`?
RGS8-Gao reg: 101; ABCG2 inh: 0; RGS7-Gao reg: inconclusive; RGS4-Gao reg: 101; Avidin bead fluor: 7; ABCB1 block: 0.2; Pf gametocyte: -1; Mcl1-Bid inh: -29; Mcl-1 Bim block: 0; GSH fluor: 18; Mcl1-Noxa inh: 6

What do the screens show for `CCNS(=O)(=O)c1ccc2c3c(cccc13)C(=O)N2`?
RGS8-Gao reg: 105; ABCG2 inh: 12; RGS7-Gao reg: 101; RGS4-Gao reg: 101; Avidin bead fluor: 14; ABCB1 block: 0.1; Pf gametocyte: -3; Mcl1-Bid inh: -27; Mcl-1 Bim block: -5; GSH fluor: 29; Mcl1-Noxa inh: -12

What do the screens show for `O=C(COC(=O)c1cccs1)NCCC1=CCCCC1`?
RGS8-Gao reg: 96; ABCG2 inh: 2; RGS7-Gao reg: 93; RGS4-Gao reg: 89; Avidin bead fluor: 9; ABCB1 block: 0.4; Pf gametocyte: -1; Mcl1-Bid inh: -1; Mcl-1 Bim block: -6; GSH fluor: 11; Mcl1-Noxa inh: 16

What do the screens show for `Cc1nc(SCC(=O)CC(=O)OC(C)C)c(C#N)c(C)c1C`?
RGS8-Gao reg: 100; ABCG2 inh: 2; RGS7-Gao reg: 105; RGS4-Gao reg: 108; Avidin bead fluor: 15; ABCB1 block: 0.6; Mcl1-Bid inh: -33; Mcl-1 Bim block: 2; GSH fluor: 12; Mcl1-Noxa inh: -2

What do the screens show for `CCCn1c(SCC(=O)c2ccc3c(c2)OCCO3)nc2c1c(=O)n(C)c(=O)n2C`?
RGS8-Gao reg: 101; ABCG2 inh: -1; RGS7-Gao reg: 99; RGS4-Gao reg: 97; Avidin bead fluor: 9; ABCB1 block: -0.2; Mcl1-Bid inh: -4; Mcl-1 Bim block: -1; GSH fluor: 30

Results for Cc1onc(C(=O)N2C(C)CCCC2C)c1[N+](=O)[O-] (centres undefined) ?
RGS8-Gao reg: 81; ABCG2 inh: -4; RGS7-Gao reg: 95; RGS4-Gao reg: 90; Avidin bead fluor: 7; ABCB1 block: 2.5; Mcl1-Bid inh: 3; GSH fluor: 40; Mcl1-Noxa inh: 9

Results for COc1ccc(NC(=O)c2cc(C)on2)cc1OC ?
RGS8-Gao reg: 98; ABCG2 inh: 3; RGS7-Gao reg: 96; RGS4-Gao reg: 97; Avidin bead fluor: 8; ABCB1 block: 0.2; Pf gametocyte: 2; Mcl1-Bid inh: 3; Mcl-1 Bim block: 0; GSH fluor: 39; Mcl1-Noxa inh: -1

Results for CC(C)N1CCC(N2CCN(C3CCCC3)CC2CCO)CC1 (centres undefined) ?
RGS8-Gao reg: 94; ABCG2 inh: 3; RGS7-Gao reg: 89; RGS4-Gao reg: 91; Avidin bead fluor: 10; ABCB1 block: 0.6; Pf gametocyte: 1; Mcl1-Bid inh: -35; Mcl-1 Bim block: 1; GSH fluor: 27; Mcl1-Noxa inh: 5

What do the screens show for `c1ccc(CSc2snnc2-c2ccccc2)cc1`?
RGS8-Gao reg: 101; ABCG2 inh: 1; RGS7-Gao reg: 106; RGS4-Gao reg: 106; Avidin bead fluor: 8; ABCB1 block: 0.3; Mcl1-Bid inh: -5; Mcl-1 Bim block: 0; GSH fluor: 37; Mcl1-Noxa inh: -12

What do the screens show for `CCn1c(SCC(=O)NCc2cccs2)nnc1-c1cccs1`?
RGS8-Gao reg: 102; ABCG2 inh: 10; RGS7-Gao reg: 103; RGS4-Gao reg: 104; Avidin bead fluor: 15; ABCB1 block: -0.3; Mcl1-Bid inh: -9; Mcl-1 Bim block: 0; GSH fluor: 32; Mcl1-Noxa inh: -3

What do the screens show for `COCc1c(C(=O)OC)nnn1-c1ccc(C(F)(F)F)cc1[N+](=O)[O-]`?
RGS8-Gao reg: 91; ABCG2 inh: 8; RGS7-Gao reg: 90; RGS4-Gao reg: 91; Avidin bead fluor: 6; ABCB1 block: 1.3; Pf gametocyte: 3; Mcl1-Bid inh: -11; Mcl-1 Bim block: 4; GSH fluor: 11; Mcl1-Noxa inh: 5

What do the screens show for `O=C(Nc1ccc2ccccc2c1)C(=O)C1C(=O)Nc2ccccc21` (centres undefined)?
RGS8-Gao reg: 100; RGS7-Gao reg: inconclusive; RGS4-Gao reg: 96; Avidin bead fluor: 8; Pf gametocyte: -13; Mcl1-Bid inh: -57; Mcl1-Noxa inh: -58

Results for Cc1cc(NC(=O)COC(=O)c2n[nH]c3ccccc23)no1 ?
RGS8-Gao reg: 98; ABCG2 inh: 1; RGS7-Gao reg: 95; RGS4-Gao reg: 96; Avidin bead fluor: 4; ABCB1 block: 0.2; Mcl1-Bid inh: -9; Mcl-1 Bim block: 1; GSH fluor: 20; Mcl1-Noxa inh: 3

What do the screens show for `COc1cccc(C2CC(=O)NC3=C2C(=O)CCC3)c1` (centres undefined)?
RGS8-Gao reg: 101; ABCG2 inh: 7; RGS7-Gao reg: 100; RGS4-Gao reg: 102; Avidin bead fluor: 22; ABCB1 block: 1.0; Pf gametocyte: -16; Mcl1-Bid inh: -5; Mcl-1 Bim block: 0; GSH fluor: 10; Mcl1-Noxa inh: -3

How did C(=C\c1ccccc1)/C=N/Nc1nc2ccccc2s1 do in these assays?
RGS8-Gao reg: 99; ABCG2 inh: -5; RGS7-Gao reg: 98; RGS4-Gao reg: 101; Avidin bead fluor: 11; ABCB1 block: -1.3; Mcl1-Bid inh: 0; Mcl-1 Bim block: -4; GSH fluor: 32; Mcl1-Noxa inh: 8

How did CCC(=O)N1CCCc2cc(S(=O)(=O)N3CCN(C4CCCCC4)CC3)ccc21 do in these assays?
RGS8-Gao reg: 101; ABCG2 inh: 0; RGS7-Gao reg: 98; RGS4-Gao reg: 100; Avidin bead fluor: 15; ABCB1 block: -0.1; Mcl1-Bid inh: -26; Mcl-1 Bim block: -5; GSH fluor: 25; Mcl1-Noxa inh: -8

How did CCNC(=O)c1c(O)c2ccccc2[nH]c1=O do in these assays?
RGS8-Gao reg: 104; ABCG2 inh: -1; RGS7-Gao reg: 102; RGS4-Gao reg: 101; Avidin bead fluor: 7; ABCB1 block: -2.3; Mcl1-Bid inh: 17; Mcl-1 Bim block: -3; GSH fluor: 39; Mcl1-Noxa inh: -18

How did COc1ccc(NC(=O)N2CCCC2C(=O)Nc2ccc(C)cc2)cc1 (centres undefined) do in these assays?
RGS8-Gao reg: 99; ABCG2 inh: 1; RGS7-Gao reg: 95; RGS4-Gao reg: 99; Avidin bead fluor: 7; ABCB1 block: 0.0; Pf gametocyte: -8; Mcl1-Bid inh: -15; Mcl-1 Bim block: 0; GSH fluor: 25; Mcl1-Noxa inh: -2

How did Cc1ccc(-n2c(O)c(/C=C3/C(c4ccccc4)=Nc4ccccc43)c(=O)[nH]c2=O)cc1 do in these assays?
RGS8-Gao reg: 99; ABCG2 inh: -2; RGS7-Gao reg: 99; RGS4-Gao reg: 102; Avidin bead fluor: 12; ABCB1 block: -0.8; Mcl1-Bid inh: -27; Mcl-1 Bim block: -7; GSH fluor: 11; Mcl1-Noxa inh: 33

How did C=CCc1cccc2cc(C(=O)N3CCN(C(=O)OCC)CC3)c(=O)oc12 do in these assays?
RGS8-Gao reg: 93; ABCG2 inh: 3; RGS7-Gao reg: 95; RGS4-Gao reg: 100; Avidin bead fluor: 11; ABCB1 block: 1.0; Pf gametocyte: 18; Mcl1-Bid inh: -14; Mcl-1 Bim block: 3; GSH fluor: 30; Mcl1-Noxa inh: 12

How did O=C(NCc1ccco1)c1ccc2snnc2c1 do in these assays?
RGS8-Gao reg: 100; ABCG2 inh: 9; RGS7-Gao reg: 188*[activator]; RGS4-Gao reg: 114; Avidin bead fluor: 187*; ABCB1 block: 0.1; Mcl1-Bid inh: -8; Mcl-1 Bim block: -5; GSH fluor: 30; Mcl1-Noxa inh: 8

Rows are unselected, and some 3.3% of all compounds hit somewhere here.
